Screening results from PubChem BioAssay.
Anesthetic bind – candidate novel general anesthetic via apoferritin binding. P02791. apoferritin/1-aminoanthracene competitive binding, fluorescence. Potency, µM (top dose mostly 77.5 µM), for inactives: at the highest dose activity change, negative = displacement, usual class: inhibitors. 0.074% of 350,000 active. AID 485281; further: on the % scale 0 is the no-effect control and ±100 the full control effect; nearly all actives have a fitted effect of over 20% in size
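Steps: apoferritin (10 uM) was premixed with half-saturated 1-AMA in PBS, compounds were pin-transferred, plates stood 10 min at room temperature, fluorescence was read at 380/535 nm, and curves were fitted with a Hill equation.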
Pol eta inh – blocks human DNA polymerase eta activity. Q9Y253. recombinant Pol eta, fluorescent DNA replication assay. Potency, µM (titrated, usually from 114 µM), for inactives: top-dose activity change, negative = inhibition, hits mostly inhibitors. 1.2% of 390,000 active; further: on the % scale 0 is the no-effect control and ±100 the full control effect
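Fluorescent replication assay: 50 nM final substrate added after a 15 min room-temperature compound preincubation with 10 nM enzyme. Signal taken at 0 min and again at 10 min.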
Pol iota inh – DNA polymerase iota (human) inhibition | Q9UNA4 | Pol iota fluorescent replication assay, 10 min | Potency, µM (highest dose often 115 µM), for the others: at the highest dose activity, negative = inhibition, hits mostly inhibitors | 1% of 390,000 active
Target sequence (Q9UNA4 whole entry, looked up): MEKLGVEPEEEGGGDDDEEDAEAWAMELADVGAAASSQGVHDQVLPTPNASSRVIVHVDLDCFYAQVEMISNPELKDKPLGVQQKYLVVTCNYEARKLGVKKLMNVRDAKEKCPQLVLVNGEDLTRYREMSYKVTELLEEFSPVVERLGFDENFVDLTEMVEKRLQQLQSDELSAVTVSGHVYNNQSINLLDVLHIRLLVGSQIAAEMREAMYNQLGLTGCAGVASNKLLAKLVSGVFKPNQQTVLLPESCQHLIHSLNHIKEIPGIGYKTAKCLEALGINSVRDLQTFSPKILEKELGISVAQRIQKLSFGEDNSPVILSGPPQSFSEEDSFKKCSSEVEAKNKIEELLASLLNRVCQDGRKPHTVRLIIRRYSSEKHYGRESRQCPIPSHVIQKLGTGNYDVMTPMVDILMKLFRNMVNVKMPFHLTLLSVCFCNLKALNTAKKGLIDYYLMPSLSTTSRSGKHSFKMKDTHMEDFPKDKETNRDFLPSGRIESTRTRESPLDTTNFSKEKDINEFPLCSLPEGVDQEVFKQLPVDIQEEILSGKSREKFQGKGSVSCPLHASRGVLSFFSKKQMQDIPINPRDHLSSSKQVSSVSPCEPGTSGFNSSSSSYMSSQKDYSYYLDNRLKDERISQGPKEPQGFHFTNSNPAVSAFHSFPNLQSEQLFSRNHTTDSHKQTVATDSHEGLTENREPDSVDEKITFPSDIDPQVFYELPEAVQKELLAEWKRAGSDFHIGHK
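Fluorescent replication assay read twice, at 0 min and 10 min after adding 50 nM (final) substrate. Enzyme (10 nM) and compounds were first incubated 15 min at room temperature; enzyme-free buffer wells were negative controls.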
POLB inh – DNA polymerase beta (human) inhibition; P06746; Pol beta primer extension/strand displacement, fluorescence kinetic; Potency, µM (series often up to 114 µM), inactives show at the top dose activity change, negative = inhibition, hits mostly inhibitors; 1.3% of 340,000 active; AID 485314; further: on the % scale 0 is the no-effect control and ±100 the full control effect
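Curves were derived by four-parameter Hill fits of normalized qHTS data. The kinetic fluorescent primer-extension read was taken at 0 and 10 min after 50 nM substrate, following a 15 min room-temperature preincubation of 10 nM enzyme with compounds.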
G9a block – blocks human histone lysine methyltransferase G9a. 8.8% of 350,000 active. AID 504332. G9a H3K9 monomethylation, AlphaScreen, 2 h. Potency, µM (titrated, usually from 102 µM), for the others: at the top dose activity, negative = inhibition, actives largely listed as inhibitors; further: on the % scale 0 is the no-effect control and ±100 the full control effect; nearly all actives have a fitted effect of over 75% in size
Target sequence (Q96KQ7 913-1193 limits assumed): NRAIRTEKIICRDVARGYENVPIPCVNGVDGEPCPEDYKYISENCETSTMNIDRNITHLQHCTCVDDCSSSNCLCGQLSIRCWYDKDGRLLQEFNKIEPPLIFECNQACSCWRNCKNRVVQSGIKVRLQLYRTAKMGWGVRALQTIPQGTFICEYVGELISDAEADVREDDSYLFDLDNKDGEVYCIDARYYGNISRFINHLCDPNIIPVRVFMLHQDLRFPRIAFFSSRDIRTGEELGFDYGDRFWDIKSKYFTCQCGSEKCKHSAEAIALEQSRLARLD
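Step 1: enzyme (final 20 nM) with compound, 15 min RT. Step 2: substrate peptide 500 nM and SAM 20 uM, 2 h RT. Step 3: anti-H3K9me1 antibody and AlphaScreen beads, 10 min, then plate read.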
BLM helicase inh – blocks DNA unwinding by human BLM helicase | P54132 | Potency, µM (top dose mostly 56.1 µM), without a hit: top-dose activity change, negative = inhibition, hits mostly inhibitors | 0.2% of 350,000 active | recombinant BLM DNA unwinding, fluorescence dequenching;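 further: plate controls were vehicle for no effect and no enzyme for full effect; nearly all actives have a fitted effect of over 35% in size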
BAZ2B block – BAZ2B (human) inhibition | Potency, µM (series often up to 114 µM), for inactives: top-dose activity change, negative = inhibition, hits mostly inhibitors | 4.4% of 360,000 active | Q9UIF8 | AlphaScreen BAZ2B-H3K14Ac peptide displacement; further: on the % scale 0 is the no-effect control and ±100 the full control effect; nearly all actives have a fitted effect of over 60% in size
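In this displacement format the biotinylated H3(5-23) peptide acetylated at Lys14 serves as ligand at 50 nM, with BAZ2B at 50 nM in PBS pH 7.4 containing 0.01% Tween-20. Donor and acceptor beads are 10 ug/mL final.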
APE1 inh – blocks human APE1 abasic DNA cleavage; Potency, µM (titrated, usually from 65.8 µM), for inactives: at the highest dose activity change, negative = inhibition, usual class: inhibitors; 0.35% of 350,000 active; recombinant APE1, TAMRA/BHQ-2 abasic DNA cleavage fluorescence; P27695; AID 2517;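 further: plate controls were vehicle for no effect and reference inhibitor for full effect; nearly all actives have a fitted effect of over 55% in size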
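Substrate: short duplex with […] THF abasic site, 5'-TAMRA and 3'-BHQ-2, 50 nM final. APE1 at 0.75 nM, preincubated 15 min RT with compound. Fluorescence increase from first to third read measured activity.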
POLK inh – blocks human DNA polymerase kappa activity; Q9UBT6; purified Pol kappa, fluorescent DNA synthesis assay, 10 min; Potency, µM (doses to about 107 µM), without a hit: at the highest dose activity, negative = inhibition, hits mostly inhibitors; 0.53% of 400,000 active; AID 588579; further: on the % scale 0 is the no-effect control and ±100 the full control effect
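Fluorescent qHTS in 1536-well format: enzyme (10 nM) and compound sat 15 min at room temperature before 50 nM substrate (final) was added. Signal taken at 0 and 10 min; no-enzyme buffer wells were negative controls.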
* = called active by the depositor; ? = inconclusive; . = not tested or not shown; [ ] = remark or other dose. The call rests on the fitted dose curve; in most records, active means well fitted curve in the direction sought with a large enough effect; inconclusive means small, poorly fitted or top-dose-only effect, or another doubt; inactive means no such curve, though single readings can be large; an effect the other way counts as inactive or inconclusive. Potency means the concentration at half of the fitted maximal effect.

SMILES	Anesthetic bind	Pol eta inh	Pol iota inh	POLB inh	G9a block	BLM helicase inh	BAZ2B block	APE1 inh	POLK inh
CC(=O)N1c2ccccc2-c2nc3ccccc3n2C1C (centres undefined)	-5.9%	-2.4%	24.8%	13.0%	23.1%	-1.6%	4.1%	19.9%	11.1%
CC(C)=CC(=O)N1CCC(N2CCC(C(=O)N3CCOCC3)CC2)CC1	-3.5%	-20.0%	22.4%	4.4%	9.2%	-3.5%	-0.5%	9.1%	15.5%
O=C1CN(C(=O)CSc2nnnn2C2CC2)c2ccccc2N1	.	-5.3%	-8.2%	.	12.5%[12.7 µM]	.	10.7%	17.4%	-2.0%
COc1ccc(NS(=O)(=O)c2cccc(NC(=O)C34CCC(CC3)C4)c2)cc1	-14.7%	-22.0%	41.8%	-2.4%	9.8%[59 µM]	-14.2%	-11.8%	20.0%	-3.2%
c1ccc(-n2c(-c3ccco3)nnc2N2CCOCC2)cc1	-8.0%	3.8%	5.3%	16.7%	24.2%[59 µM]	-3.9%	-6.3%	-8.8%	-6.1%
O=S1(=O)CCOC(CO)CN1Cc1ccc(Cl)c(Cl)c1 (centres undefined)	.	-13.3%	-12.1%	.	.	.	.	22.2%	11.8%
O=S(=O)(NN=C1CCCCCC1)c1ccccc1	-10.9%	-7.4%	7.2%	1.2%	35.4%	-1.0%	-1.6%	45.1%	-5.4%
Cc1[nH]c(C)c(S(=O)(=O)N(Cc2ccccc2)C(C)(C)C)c1C(=O)N1CCCC1	-6.0%	-20.2%	1.1%	3.1%	6.7%	-0.2%	-14.2%	-1.6%	-2.6%
CSc1ncc(C(=O)Nc2cccc(S(N)(=O)=O)c2)n1-c1ccccc1	5.2%	12.2%	0.6%	13.2%	-10.9%	-2.0%	-9.0%	12.5%	0.8%
C=C/C(C)=C/CC1C(=C)CCC2C(C)(C(=O)O)CCCC12C (centres undefined)	-0.9%	7.08µM*	?	?	5.1%[12.7 µM]	-11.4%	-34.0%	?	15.8µM*
CC(=O)NC(c1ccc([N+](=O)[O-])cc1)c1c(O)ccc2ccccc12 (centres undefined)	-16.4%	-13.6%	-9.7%	-10.5%	44.7µM*	-4.9%	-37.7%	-3.8%	-5.0%
C/C(NC(=O)c1cccc(F)c1)=C1/C(=O)C[C@@H]2[C@H]1C2(C)C	1.5%	-20.2%	24.3%	9.1%	-11.4%	-8.5%	69.4%[activator]	11.9%	2.9%
Cc1nn(CC(=O)NCCCN2CC(C)CC(C)C2)c(=O)c2cccn12 (centres undefined)	-2.3%	-6.0%	24.8%	5.6%	72.7%	1.9%	-14.1%	60.1%[activator]	-6.2%
CCOC(=O)c1c(N)sc(C(=O)Nc2ccc3c(c2)OCO3)c1C	-17.1%	-13.3%	-2.7%	?	-11.8%[12.7 µM]	-16.7%	-37.3%	0.8%	-4.2%
CC1Cc2ccccc2N1C(=O)CO/N=C/c1ccccc1OC(F)F (centres undefined)	-17.2%	-24.3%	49.9%[activator]	21.4%	38.4%[activator][59 µM]	-0.4%	6.6%	8.5%	-7.1%
O=C(NNS(=O)(=O)c1ccc2ccccc2c1)NC1CCCCC1	3.2%	-20.8%	6.5%	6.7%	?	1.1%	1.0%	0.7%	-3.6%
Cc1ccc(N(CCC#N)C(=O)COC(=O)C2CCN(S(=O)(=O)c3ccc4c(c3)OCCO4)CC2)cc1	.	-7.9%	8.4%	.	31.6µM*	.	2.2%	2.1%	-25.5%
Cc1c(C(=O)Nc2ccc(S(=O)(=O)Nc3ncccn3)cc2)oc2ccccc12	.	28.2µM*	?	.	7.7%[12.7 µM]	.	-0.3%	5.3%	?
CCN(CC)CC(=O)N1c2ccccc2Sc2ccccc21	6.1%	3.4%	13.1%	48.2%	33.8%[activator]	1.8%	1.1%	-6.1%	0.6%
O=C(CN1CCCC1)Nc1ccccc1C(=O)c1ccccc1	-5.9%	-4.6%	10.8%	1.9%	.	-2.0%	0.1%	10.0%	-13.2%

POLK inh: entries above that show a hit.
molecule	Anesthetic bind	Pol eta inh	Pol iota inh	G9a block	BLM helicase inh	BAZ2B block	APE1 inh	POLK inh
C=C/C(C)=C/CC1C(=C)CCC2C(C)(C(=O)O)CCCC12C (centres undefined)	-0.9%	7.08µM*	?	5.1%[12.7 µM]	-11.4%	-34.0%	?	15.8µM*

Some values from above:
Under Pol iota inh, O=C(CN1CCCC1)Nc1ccccc1C(=O)c1ccccc1 shows 10.8%
Under POLK inh, Cc1ccc(N(CCC#N)C(=O)COC(=O)C2CCN(S(=O)(=O)c3ccc4c(c3)OCCO4)CC2)cc1 shows -25.5%
Under G9a block, Cc1nn(CC(=O)NCCCN2CC(C)CC(C)C2)c(=O)c2cccn12 (centres undefined) shows 72.7%

Carrying on:
SMILES	Anesthetic bind	Pol eta inh	Pol iota inh	POLB inh	G9a block	BLM helicase inh	BAZ2B block	APE1 inh	POLK inh
CC1CC(C)CN(C(=O)COc2ccc(-c3nnco3)cc2)C1 (centres undefined)	-10.8%	-4.1%	-2.4%	2.7%	9.4%	-1.2%	1.5%	0.9%	-6.4%
CN(C)C(=O)c1cc(Cl)ccc1Sc1cc(Cl)ccc1Cl	-21.3%	-17.6%	-7.5%	21.2%	-4.9%	-4.1%	0.0%	16.9%	-11.4%
COc1ccc(C2=NOC(C(=O)N3CCOCC3)C2)cc1OC (centres undefined)	-7.4%	-5.2%	18.8%	20.8%	9.7%	-1.1%	5.2%	-1.1%	7.0%
Cc1ccc(-c2nnn(CC(=O)N(c3ccccc3F)C(C(=O)NC3CCCC3)c3ccco3)n2)o1 (centres undefined)	-7.4%	-15.7%	-11.6%	20.3%	?	-7.0%	-38.2%	-10.8%	-8.7%
C#CCOCCOCCOCCNc1nc(N2CCN(C(=O)[C@H](CCCN=C(N)N)n3cc(C(N)[C@@H](C)CC)nn3)CC2)nc(N2CCN(C(=O)[C@H](CCCCN)n3cc([C@@H](N)CC(N)=O)nn3)CC2)n1 (some centres undefined)	.	0.5%	?	.	.	.	.	-6.9%	-10.8%
COc1ccc(N2C(=O)c3ccc(C(=O)OC(C)C)cc3C2=O)cc1	-8.9%	-16.3%	?	9.4%	-1.1%[59 µM]	-5.8%	4.5%	-0.4%	7.1%
Cc1cccc(-c2nc(CS(=O)CC(=O)N3CCc4ccccc4C3)c(C)o2)c1 (centres undefined)	-17.5%	-20.5%	59.4%[activator]	36.3%	31.6µM*	-7.3%	2.3%	8.6%	1.0%
CC(C)Sc1nnc(CNC(=O)C23CC4CC(CC(C4)C2)C3)n1Cc1ccccc1	3.6%	-16.7%	14.8%	-1.3%	31.6µM*	6.2%	1.3%	2.1%	-1.1%
CSc1ccc(N2CCN(CCCNC(=O)Nc3ccccc3F)CC2)cc1	-17.3%	-9.5%	1.9%	-0.1%	8.4%	-2.4%	?	-9.7%	-10.6%
CC1(C)Cc2c(C#N)c(NCc3ccco3)nc(-c3ccco3)c2CO1	4.4%	14.1µM*	?	?	?	-12.7%	-10.2%	13.5%	-44.7%
CCOc1ccccc1N1CCN(C(=O)c2cc3cc(OC)ccc3[nH]2)CC1	?	-13.2%	11.5%	0.3%	35.5µM*	-8.8%	?	-4.0%	-8.9%
COc1ccc(C2=NS(=O)(=O)N(C)C(C(=O)Nc3ccc(C(C)=O)cc3)=C2)cc1OC	3.1%	-24.7%	-2.5%	1.3%	5.5%	-7.6%	-24.6%[57.1 µM]	-12.8%	-1.0%
O=C(CCCN1C(=O)c2ccccc2C1=O)Nc1ccc2c(c1)OCCO2	-8.5%	-10.4%	74.4%[activator]	-7.1%	-7.1%	1.8%	-12.0%	-2.8%	-1.9%
CCOC(=O)C1(Cc2cccc(OC)c2)CCN(Cc2ccc(C)s2)CC1	-11.3%	-4.5%	8.2%	-0.7%	0.1%	-6.1%	-6.5%	-2.4%	-16.6%
Clc1ccc(C[n+]2csc3ccccc32)cc1	4.0%	-22.7%	?	14.1%	?	2.5%	50.1µM*	-2.1%	-4.1%
CCn1c(NCc2ccccc2Cl)nc2ccccc21	-4.7%	-10.8%	-1.1%	10.3%	19.4%[59 µM]	-13.2%	16.6%	2.3%	-1.0%
O=c1[nH]c(/C=C/c2ccccn2)nc2ccccc12	11.1%	0.0%	6.2%	1.3%	15.9%	-12.0%	-1.2%	-9.5%	5.5%
COc1ccc(S(=O)(=O)N2Cc3ccccc3CC2C(=O)O)cc1OC (centres undefined)	1.6%	-15.9%	15.9%	20.0%	-9.5%	2.2%	7.4%	14.8%	-13.4%
CN(Cc1nc2ccccc2c(=O)[nH]1)C(=O)c1cccc(S(=O)(=O)N2CCc3ccccc32)c1	.	-14.5%	-14.0%	.	.	.	.	21.1%	-9.2%
O=C(c1ccc(Br)c(S(=O)(=O)N2CCCCC2)c1)N1CCCCC1	-11.1%	-7.7%	38.8%[activator]	22.6%	43.5%	3.0%	-0.8%	13.8%	-5.3%
Cn1c(=O)c(=O)n(C)c2cc(S(=O)(=O)CCC(=O)Nc3ccc(C(F)(F)F)cc3)ccc21	-3.2%	7.0%	19.6%	13.6%	-8.5%[0.0925 µM]	1.7%	-1.6%	-5.0%	-17.5%
CCC(=O)Oc1ccc(/C(CC)=C(\CC)c2ccc(OC(=O)CC)cc2)cc1	-5.4%	-6.8%	?	20.6%	49.4%[activator][59 µM]	-5.8%	11.8%	19.4%	-9.6%
CCNC(=S)Nc1ccc(Cc2nc3ccccc3[nH]2)cc1	-3.3%	-5.3%	1.7%	-1.5%	21.4%	-1.5%	-1.9%	19.8%	-9.1%

Some of the entries above, set out differently.
Each structure is followed by: Anesthetic bind | Pol eta inh | Pol iota inh | POLB inh | G9a block | BLM helicase inh | BAZ2B block | APE1 inh | POLK inh
- CN(C)C(=O)c1cc(Cl)ccc1Sc1cc(Cl)ccc1Cl
  -21.3% | -17.6% | -7.5% | 21.2% | -4.9% | -4.1% | 0.0% | 16.9% | -11.4%
- CCOC(=O)C1(Cc2cccc(OC)c2)CCN(Cc2ccc(C)s2)CC1
  -11.3% | -4.5% | 8.2% | -0.7% | 0.1% | -6.1% | -6.5% | -2.4% | -16.6%

Only part of the results is shown, so the mix of outcomes need not match the whole.
